RNase H inhibition: RNase H inhibition, HIV 1 Gag Pol polyprotein, FRET biochemical assay, screening (AID 372) | inhibition, % at 10 µM; hits with a dose series show IC50 in µM | HIV-1 RT RNase H, FRET RNA/DNA substrate fluorescence; higher % means a stronger effect | 0.77% of 100,000 active; in the data active means inhibition above about 50%
Starred values were filed as active, the others as inactive; i = inactive. Only part of the results is shown. The share of hits here may be higher or lower than overall.

canonical_smiles,RNase H inhibition
Cc1cc(/C=C2/NC(=O)NC2=O)c(C)n1-c1ccc(Br)cc1,27.0%
Cc1cc(C)cc(NC(=O)c2cccc(C)c2)c1,12.0%
N/C(=N\OC(=O)c1ccc(Cl)cc1Cl)c1cccc([N+](=O)[O-])c1,1.0%
COc1cc(C(=O)Nc2ccc3oc(-c4ccc5ccccc5c4)nc3c2)cc(OC)c1OC,15.0%
COc1cccc(NC(=O)C(=O)NCC(C)C)c1,0.0%
Cc1ccc(CNC(=O)/C=C/c2ccccc2Cl)cc1,15.0%
O=C(CSc1nc2ccc(NC(=O)c3ccccc3)cc2s1)Nc1nccs1,12.0%
CC(=O)c1ccc(NC(=O)/C=C/c2ccc(C(C)C)cc2)cc1,13.0%
O=S(=O)(c1cccc2cccnc12)N1CCN(C/C=C/c2ccccc2)CC1,11.0%
Cc1cc([N+](=O)[O-])ccc1NC(=O)C(Cl)(Cl)Cl,0.0%
CC(=O)N(C1=C(N(C)C)C(=O)c2ccccc2C1=O)c1ccc(Cl)cc1,18.0%
CC1(C)CC(=O)c2cnc(NC(=O)/C=C/c3cccc([N+](=O)[O-])c3)nc2C1,9.0%
COc1ccc(Nc2nc(-c3ccccn3)cs2)cc1,8.0%
O=C(NCCN1CCN(C(=O)c2ccc([N+](=O)[O-])cc2)CC1)C(=O)Nc1ccc(Cl)cc1,11.0%
Cc1ccc(-c2nc(-c3cc4cc([N+](=O)[O-])cc(Br)c4oc3=O)cs2)c(C)c1,3.0%
CCOc1ccc(NC(=O)Nc2nnc(-c3ccccc3SCc3ccccc3F)s2)cc1,34.0%
CCCCCOC(=O)C1=C(C)NC(=O)NC1c1ccccc1 (centres undefined),36.0%
CCC(=O)NC(=S)Nc1cc([N+](=O)[O-])ccc1Cl,6.0%
Cc1ccnc(NC(=O)CSc2nc3ccccc3[nH]2)c1,15.0%
C#CCn1cc(/C=C2\C(=O)NC(=S)N(c3ccccc3F)C2=O)c2ccccc21,20.0%
COc1ccc(-c2cc(C(=O)NC34CC5CC(CC(C5)C3)C4)c3ccccc3n2)cc1OC,0.0%
Cc1cc(NS(=O)(=O)c2ccc(NC(=O)COc3ccccc3C)cc2)no1,20.0%
COc1cc(OC)cc(C(=O)N2CCN(C(=O)C(c3ccccc3)c3ccccc3)CC2)c1,0.0%
COc1ccc(C(N)=O)cc1NC(=O)c1cccc([N+](=O)[O-])c1,6.0%
CN(C)c1ccc(/C=C2\SC(N3CCCC3)=NC2=O)cc1,21.0%
COC(=O)C1=C(C)N(C)C(C)=C(C(=O)OC)C1c1ccc(F)c(Br)c1,10.0%
COc1ccc(-c2nc(-c3cc(OC)c(O)c(OC)c3)[nH]c2-c2ccc(OC)cc2)cc1,25.0%
CCOc1ccc(NC(=O)c2cc(-c3cccc(C)c3)nc3ccccc23)cc1,0.0%
COc1ccc(-c2noc(-c3cccc([N+](=O)[O-])c3C)n2)cc1,5.0%
COC(=O)C1=C(O)/C(=C/c2ccc(N(C)C)cc2)N=C1C,0.0%
CCCCc1n[nH]c2c1/C(=N\OCC)CC(C)(C)C2,14.0%
COc1cccc(C=NNC(=O)COc2c(C)cccc2C)c1OC,34.0%
O=C(NC(NCCc1ccccc1)C(Cl)(Cl)Cl)c1ccco1 (centres undefined),3.0%
COc1ccc(C2NC(=O)NC(C)=C2C(C)=O)cc1 (centres undefined),12.0%
CC1=C(C(=O)OC2CCCC2)C(c2ccc3c(c2)OCO3)C2=C(CC(c3ccccc3)CC2=O)N1 (centres undefined),12.0%
COc1ccc(/C=N/Nc2nnc3c(n2)[nH]c2ccc(C)cc23)cc1OC,9.0%
O=C(c1ccccc1Cl)N1CCN(c2ccc(Cl)cc2)CC1,13.0%
COc1ccc(C2CC(=O)C3=C(C2)NC(C)=C(C(=O)OCCc2ccccc2)C3c2ccc3c(c2)OCO3)cc1 (centres undefined),14.0%
Cc1[nH]c2ccccc2c1-c1csc(-c2c[nH]c3ccccc23)n1,8.0%
O=C(N/N=C\c1ccc(-c2ccccc2[N+](=O)[O-])o1)C1COc2cc3ccccc3cc2O1 (centres undefined),36.0%
CCOC(=O)c1ccc(NC(=O)c2cc(I)ccc2Cl)cc1,6.0%
O=C(COc1ccc(Cl)cc1Cl)Nc1cc(-c2ccc(F)cc2)[nH]n1,45.0%
CC(O)(C#CCN1CCCCC1)c1ccccc1 (centres undefined),4.0%
Clc1ccc(Cn2c(C=NC3CCCCC3)nc3ccccc32)cc1,4.0%
CCOc1cc(OCC)cc(C(=O)NCc2ccccc2)c1,7.0%
O=C1/C(=C\c2cc(Cl)c(O)c(Cl)c2)SC(=S)N1c1ccccc1,49.0%
Cc1nc2ccc(Cl)cn2c(=O)c1Cl,0.0%
CN1CCN(NC(=O)c2ccccc2Br)CC1,3.0%
COc1ccc(CN2CCN(C3CCN(Cc4ccccc4)CC3)CC2)cc1,3.0%
O=C1C(Nc2ccccc2)=CC(Nc2ccccc2)/C1=C\c1ccccc1 (centres undefined),18.0%
Cn1c(Sc2nc3ccc([N+](=O)[O-])cc3s2)nnc1-c1ccc(Cl)cc1Cl,13.0%
O=C(Nc1ccc(F)cc1F)c1sc2ccccc2c1Cl,16.0%
Cc1cccc(C(=O)Nc2ccc(Oc3ccccc3)cc2)c1,9.0%
COC(=O)c1c(NC(=O)c2ccc([N+](=O)[O-])c(C)c2)sc2c1CCC(C)C2 (centres undefined),12.0%
O=C(Nc1cccc(I)c1)C(c1ccccc1)c1ccccc1,0.0%
COC(=O)C1=CNC=C(C(=O)OC)C1c1ccsc1,7.0%
Cc1ccc(NC(=O)CN(c2ccc(Cl)cc2)S(=O)(=O)c2ccccc2)cc1C,6.0%
O=C(O)CC1S/C(=N\N=C\c2ccc([N+](=O)[O-])cc2)NC1=O (centres undefined),0.0%
Cc1nnc(Nc2ccc3c(c2)ncn3C)c2ccccc12,0.0%
Cc1ccc([N+](=O)[O-])cc1NC(=O)CC1Sc2ccccc2NC1=O (centres undefined),3.0%

An excerpt from above in order of molar mass, ascending:
canonical_smiles,RNase H inhibition
Cc1ccc([N+](=O)[O-])cc1NC(=O)CC1Sc2ccccc2NC1=O (centres undefined),3.0%
COc1ccc(CN2CCN(C3CCN(Cc4ccccc4)CC3)CC2)cc1,3.0%
COC(=O)C1=C(C)N(C)C(C)=C(C(=O)OC)C1c1ccc(F)c(Br)c1,10.0%
Cc1ccc(NC(=O)CN(c2ccc(Cl)cc2)S(=O)(=O)c2ccccc2)cc1C,6.0%
Cn1c(Sc2nc3ccc([N+](=O)[O-])cc3s2)nnc1-c1ccc(Cl)cc1Cl,13.0%
O=C(N/N=C\c1ccc(-c2ccccc2[N+](=O)[O-])o1)C1COc2cc3ccccc3cc2O1 (centres undefined),36.0%
CC1=C(C(=O)OC2CCCC2)C(c2ccc3c(c2)OCO3)C2=C(CC(c3ccccc3)CC2=O)N1 (centres undefined),12.0%

(list continues)
canonical_smiles,RNase H inhibition
O=C1CCC([N+](=O)[O-])C(c2ccc(Cl)c(Cl)c2)N1 (centres undefined),15.0%
O=C(CC(=O)NC1CCCCC1)N/N=C/c1ccccc1OCc1ccccc1,13.0%
O=C1C(=O)N(CC2CCCO2)C(c2ccc([N+](=O)[O-])cc2)/C1=C(/O)c1ccccc1 (centres undefined),9.0%
O=C(/C=C/c1c[nH]c2ccccc12)c1ccc([N+](=O)[O-])cc1,5.0%
COc1ccc(CCN(C(=O)c2ccc(F)cc2)C2=CC3CCC(C2)N3C)cc1OC (centres undefined),13.0%
Cc1c(C(=O)NC(=S)Nc2ccc3oc(-c4cccc(F)c4)nc3c2)oc2ccccc12,7.0%
O=C(CSc1n[nH]c(-c2ccccc2)n1)c1ccc(O)cc1O,5.0%
CN(C)c1ccc(/C=N/NC(=O)c2ccn(Cc3ccc(Cl)cc3)n2)cc1,16.0%
CCN(CC)c1ccc(NC(=S)NC(=O)c2ccc(OC(C)C)cc2)cc1,31.0%
CC(C)(C)c1ccc(/C=N/NC(=O)c2ccccc2O)cc1,5.0%
COc1ccc(C(=O)NC(=S)Nc2c(C)n(C)n(-c3ccccc3)c2=O)cc1,1.0%
Cc1ccc(C(C)C)c(OCC(=O)NNC(=O)c2ccccc2)c1,3.0%
C/C(=N/NC(=O)c1cccc(Br)c1)c1ccc(-c2ccccc2)cc1,35.0%
Nc1ncc(Cc2cccc(Cl)c2Cl)s1,43.0%
COc1cc(NC(=O)/C=C/c2ccc(Cl)cc2Cl)c(OC)cc1Cl,14.0%
CC(=O)Oc1c(Br)cc(N(C(C)=O)S(=O)(=O)c2ccccc2)cc1Br,0.0%
CCOC(=O)C1=C(C)N=c2s/c(=C\c3ccc(O)cc3)c(=O)n2C1c1ccc(OC)c(OC)c1 (centres undefined),2.0%
COc1ccccc1/C=C1/C(=N)N2N=C(c3ccccc3)SC2=NC1=O,8.0%
Cc1cccc(NC(=O)C2(c3ccccc3)CCCC2)n1,4.0%
CCc1ccc(/C=C2\SC(=S)N(CCCC(=O)NC3=NCCS3)C2=O)cc1,14.0%
O=C(Nc1ccc(F)c(F)c1)C1CC1c1ccccc1 (centres undefined),2.0%
O=C(O)C(C(=O)O)C1c2ccccc2Sc2ccccc21,10.0%
CC(=O)N1c2ccccc2N(C)C(=O)C1(C)C,9.0%
Cc1ccsc1C=Nc1cccc([N+](=O)[O-])c1,7.0%
O=C(NC(c1ccccc1)c1ccccc1)c1cc2cc([N+](=O)[O-])ccc2oc1=O,15.0%
Cc1ccc(-n2[nH]c(C)c(C=Nc3ccc([N+](=O)[O-])cc3C)c2=O)cc1C,7.0%
COc1ccc(C)cc1NC(=O)CCN1CC(C)OC(C)C1 (centres undefined),19.0%
COc1cc(/C=N/n2c(-c3ccc(C)cc3)n[nH]c2=S)cc(Br)c1O,10.0%
O=[N+]([O-])c1ccc(C2Nc3c(I)cccc3C3C=CCC32)cc1 (centres undefined),39.0%
CCC(=O)N1N=C2CC(C)(C)OCC2C1c1ccccc1 (centres undefined),7.0%

Continued:
smiles | RNase H inhibition
O=C(Cc1ccccc1)Nc1ccc(NC(=O)c2ccco2)c(Cl)c1 | 8.0%
COc1ccc(CCNC(=O)c2cccc(Br)c2)cc1OC | 13.0%
COc1cc(/C=c2\sc3nc4c(C)cccc4n3c2=O)ccc1O | 27.0%
COc1ccc(C(=O)NC(=S)Nc2ccc(N3CCCCC3)cc2)cc1Br | 15.0%
CCN(CC)S(=O)(=O)c1ccc(C(=O)Nc2sc3c(c2C(N)=O)CCC3)cc1 | 1.0%
Clc1ccc(N2CC(c3ccc(Cl)cc3Cl)C(c3cccs3)=N2)cc1 (centres undefined) | 6.0%
CCCCCCCc1ccc(C(=O)NNC(=O)c2ccc(CC)cc2)cc1 | 5.0%
O=C(N/N=C/c1ccc(O)cc1O)c1[nH]c2ccc([N+](=O)[O-])cc2c1-c1ccccc1 | 17.0%
CC1=NN(c2cccc(C(=O)O)c2)C(=O)/C1=C\c1ccc(F)cc1 | 5.0%
O=C(Nc1ccc(S(=O)(=O)Nc2ncccn2)cc1)c1cccc(Br)c1 | 5.0%
Cc1cccc(-c2noc(-c3cccc([N+](=O)[O-])c3C)n2)c1 | 15.0%
COc1ccccc1NC(=O)c1ccc2c(c1)C(=O)N(c1cccc(C)c1)C2=O | 9.0%
CCOc1ccc(NC(=O)c2c(NC(=O)c3ccccc3)sc3c2CCCCC3)cc1 | i
O=C(OCCN1CCCCC1)c1ccc(O)cc1 | 7.0%
CCOC(=O)/C(C#N)=C1/N(C)c2ccccc2N1N | 5.0%
CC(C)n1c(-c2cccc(Br)c2)nc2ccccc21 | 12.0%
Cc1cc([N+](=O)[O-])c(-c2ccc(C=C3C(=O)c4ccccc4C3=O)o2)cc1Cl | 7.0%
CC1=C(C(=O)OCc2ccc3c(c2)OCO3)C(c2ccc(Cl)c(Cl)c2)NC(=O)N1 (centres undefined) | 9.0%
COc1ccc(NC(=O)c2c(C)nc3ccccn23)cc1 | 0.0%
CCc1c(C)sc(NC(=O)C(C)Oc2cccc(Cl)c2)c1C#N (centres undefined) | 37.0%
CC(=O)Nc1ccc(-n2c(C)cc(/C=C(/C#N)C(=O)Nc3ccccc3C)c2C)cc1 | 20.0%
Cc1ccc(/C(O)=C2/C(=O)C(=O)N(CCCn3ccnc3)C2c2ccccc2F)cc1 (centres undefined) | 5.0%
CCOc1ccccc1C(=O)N1CCN(C(c2ccccc2)c2ccccc2)CC1 | 0.0%
Cc1ccc[n+](CC(=O)c2ccc(Br)cc2)c1C | 2.0%
CCCCCCP(=O)(O)c1ccccc1 | 12.0%
COc1cccc(N2C(=O)/C(=C/c3ccc([N+](=O)[O-])cc3)SC2=S)c1 | 7.0%
Cc1occc1C(=O)NCC1CCCO1 (centres undefined) | 0.0%
COc1ccc(C(=O)NCCC(=O)NCCCC(=O)O)cc1 | 1.0%
COc1cccc(OCCCOc2ccc([N+](=O)[O-])cc2)c1 | 15.0%
COc1ccc(/C=C2\SC(=S)N(c3cccc(C)c3C)C2=O)cc1OC | 8.0%
COc1ccc(NC(=O)C(C)c2ccc(CC(C)C)cc2)cc1 (centres undefined) | 0.0%
Cc1ccc(OCCOCCOc2cccc(/C=C3/SC(=S)N(C)C3=O)c2)cc1C | 20.0%

A section from the list above, as a working copy:
smiles | RNase H inhibition
COc1ccc(NC(=O)C(C)c2ccc(CC(C)C)cc2)cc1 (centres undefined) | 0.0%
Cc1ccc(OCCOCCOc2cccc(/C=C3/SC(=S)N(C)C3=O)c2)cc1C | 20.0%

Remaining list, next part
smiles | RNase H inhibition
O=C1C(=O)/C(=C/c2ccccc2)CCC/C1=C/c1ccccc1 | 3.0%
C=CCc1ccc(OCCCOc2cccc(C(F)(F)F)c2)c(OC)c1 | 16.0%
O=C(c1ccc(-c2ccccc2)cc1)C(O)c1ccc(-c2ccccc2)cc1 (centres undefined) | 4.0%
COc1cccc(NC(=S)NC(NC(=O)c2ccc(Br)cc2)C(Cl)(Cl)Cl)c1 (centres undefined) | 18.0%

Screening data as filed in PubChem.
